T cruzi intra: blocks T. cruzi growth inside host cells | intracellular Trypanosoma cruzi in host cells, plate reader | activity score (inhibition), % at 5.01 µM | 4.9% of 22,000 active; in the data active = activity score above about 55%; inconclusive = no clear call, values can overlap the other calls;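 also: parasites and compound incubated about four days before reading; 0% = median of neutral control wells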
INS-1E rescue: preserves ATP levels in cytokine-treated INS-1E cells; INS-1E cytokine-induced death, ATP luminescence, 48 h; normalised: neutral wells 0, positive control 100; protection from cytokine-induced ATP loss, % at 10 µM; 0.1% of 20,000 active; AID 488910;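 active = mean replicate protection from cytokine-induced ATP loss at least 50% and at least 75% of replicates each reaching 50%; inconclusive = meets only one of the two criteria, mean or replicate share; inactive = fails both the mean and replicate share criteria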
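Assay system – rat INS-1E insulinoma cell line · Quantity – 8000 cells per well · Buffer or medium – RPMI without phenol red, 5% FBS · Schedule – 48 h co-treatment, 10 min post-lysis read · Technique – luminescent ATP assay (CellTiter-Glo)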
An asterisk follows results filed as active; ? = inconclusive; . = not tested or not shown. A portion of the library; rates above refer to the full screens.

| no. | smiles | INS-1E rescue | T cruzi intra |
| --- | --- | --- | --- |
| 1 | C[C@@H]1CN([C@@H](C)CO)C(=O)c2cc(NC(=O)Cn3cnnn3)ccc2O[C@@H]1CN(C)Cc1ccc(Cl)c(Cl)c1 | 2.4 | -3.4 |
| 2 | C[C@H]1CN([C@@H](C)CO)C(=O)Cc2cc(NC(=O)CCC(F)(F)F)ccc2O[C@H]1CN(C)CC1CCCCC1 | -2.0 | -37.6 |
| 3 | C[C@H](CO)N1C[C@H](C)[C@H](CN(C)C)Oc2ccc(NC(=O)CCCCCC(=O)Nc3ccccc3N)cc2C1=O | -4.4 | -12.2 |
| 4 | Cc1ccc(S(=O)(=O)N(C)C[C@@H]2Oc3ccc(NC(=O)Nc4cccc5ccccc45)cc3C(=O)N([C@@H](C)CO)C[C@H]2C)cc1 | -12.8 | 37.5 |
| 5 | CNC[C@@H]1Oc2ccc(NC(=O)Nc3ccc(C(F)(F)F)cc3)cc2C(=O)N([C@@H](C)CO)C[C@@H]1C | 11.0 | -21.0 |
| 6 | Cc1noc(C)c1NC(=O)N(C)C[C@@H]1Oc2ccc(NS(=O)(=O)c3cn(C)cn3)cc2C(=O)N([C@@H](C)CO)C[C@@H]1C | . | -6.7 |
| 7 | Cc1noc(C)c1NC(=O)Nc1ccc2c(c1)C(=O)N([C@H](C)CO)C[C@H](C)[C@H](CN(C)C(=O)NC(C)C)O2 | 2.4 | -17.5 |
| 8 | O=C(N=NC=C1C=CN(O)C=C1)c1ccccc1O | -34.6 | -4.8 |
| 9 | C[C@@H]1CN([C@@H](C)CO)C(=O)c2cccc(NC(=O)C3CCCCC3)c2O[C@H]1CN(C)Cc1ccncc1 | -3.1 | 18.9 |
| 10 | C[C@H]1CN([C@@H](C)CO)C(=O)CCCn2cc(nn2)CO[C@@H]1CN(C)Cc1cccnc1 | . | 0.8 |
| 11 | C[C@@H]1CN([C@@H](C)CO)C(=O)c2cc(NC(=O)CCN3CCOCC3)ccc2O[C@H]1CN(C)Cc1ccc2c(c1)OCO2 | -1.6 | -24.4 |
| 12 | C[C@H]1CN([C@@H](C)CO)C(=O)c2cc(NC(=O)C3CC3)ccc2O[C@@H]1CN(C)C | . | -10.9 |
| 13 | C[C@H](CO)N1C[C@H](C)[C@H](CN(C)C(=O)Nc2ccc3c(c2)OCO3)Oc2ccc(NC(=O)Cn3cnnn3)cc2C1=O | 9.3 | -4.2 |
| 14 | C[C@@H]1CN([C@@H](C)CO)C(=O)c2cc(NC(=O)Cn3cnnn3)ccc2O[C@H]1CN(C)CC1CCCCC1 | 4.5 | 3.3 |
| 15 | C[C@@H]1CN([C@H](C)CO)C(=O)c2cc(NS(=O)(=O)c3ccc(Cl)cc3)ccc2O[C@@H]1CN(C)Cc1ccc(Cl)c(Cl)c1 | -22.7 | 85.3* |
| 16 | C[C@H](CO)N1C[C@H](C)[C@H](CN(C)Cc2ccc(C(F)(F)F)cc2)Oc2ccc(NC(=O)Cc3ccccc3)cc2CC1=O | 5.9 | ? |
| 17 | COc1ccc(NC(=O)Nc2ccc3c(c2)CC(=O)N([C@@H](C)CO)C[C@H](C)[C@@H](CN(C)C(=O)Nc2ccc(F)cc2)O3)cc1 | 5.7 | -9.3 |
| 18 | Cc1ccc(S(=O)(=O)N(C)C[C@@H]2Oc3c(NC(=O)c4ccncc4)cccc3C(=O)N([C@@H](C)CO)C[C@@H]2C)cc1 | 11.7 | -20.6 |
| 19 | C[C@H](CO)N1C[C@H](C)[C@H](CN(C)Cc2ccc(C(=O)Nc3ccccc3N)cc2)Oc2c(NS(C)(=O)=O)cccc2C1=O | 3.6 | 21.2 |
| 20 | Cc1noc(C)c1NC(=O)N(C)C[C@H]1Oc2c(NC(=O)c3ccncc3)cccc2C(=O)N([C@H](C)CO)C[C@H]1C | 5.9 | 4.7 |

Reprinted from the part before: 2 entries, followed by the next part.
| no. | smiles | INS-1E rescue | T cruzi intra |
| --- | --- | --- | --- |
| 19 | C[C@H](CO)N1C[C@H](C)[C@H](CN(C)Cc2ccc(C(=O)Nc3ccccc3N)cc2)Oc2c(NS(C)(=O)=O)cccc2C1=O | 3.6 | 21.2 |
| 20 | Cc1noc(C)c1NC(=O)N(C)C[C@H]1Oc2c(NC(=O)c3ccncc3)cccc2C(=O)N([C@H](C)CO)C[C@H]1C | 5.9 | 4.7 |
| 21 | COc1ccc(S(=O)(=O)Nc2ccc3c(c2)C(=O)N([C@@H](C)CO)C[C@@H](C)[C@H](CN(C)Cc2ccc(C(=O)O)cc2)O3)cc1 | . | -14.7 |
| 22 | C[C@H](CO)N1C[C@H](C)[C@H](CN(C)C(=O)Nc2ccc(C(C)(C)C)cc2)OCc2cn(nn2)CCCC1=O | . | -13.1 |
| 23 | COc1ccc(/C=N/NC(=O)c2cccc(C(=O)NO)c2)cc1Br | -4.4 | -15.0 |
| 24 | O=C(CCCCCCC(=O)Nc1ccccc1O)N/N=C/c1cc(O)ccc1[N+](=O)[O-] | -12.2 | -4.8 |
| 25 | COc1ccc(CN(C)C[C@H]2OCCCC[C@@H](C)Oc3ccc(NC(=O)Nc4cccc5ccccc45)cc3C(=O)N([C@H](C)CO)C[C@@H]2C)cc1 | -13.2 | 54.2 |
| 26 | C[C@@H]1CN([C@@H](C)CO)C(=O)c2cccc(NC(=O)Nc3ccc(F)cc3)c2O[C@@H]1CN(C)Cc1ccc(C(=O)O)cc1 | 1.6 | -21.5 |
| 27 | C[C@@H]1CCCCO[C@H](CN(C)S(=O)(=O)c2ccc(F)cc2)[C@@H](C)CN([C@H](C)CO)C(=O)c2cc(NS(=O)(=O)c3ccc(Cl)cc3)ccc2O1 | -3.2 | 19.5 |
| 28 | Cc1ccc(S(=O)(=O)N(C)C[C@@H]2Oc3ccc(NS(=O)(=O)c4cn(C)cn4)cc3C(=O)N([C@H](C)CO)C[C@H]2C)cc1 | . | -24.8 |
| 29 | C[C@@H]1CN([C@@H](C)CO)C(=O)c2cc(NS(=O)(=O)c3ccc(F)cc3)ccc2O[C@H]1CN(C)Cc1ccc(C(F)(F)F)cc1 | -12.7 | 38.0 |
| 30 | C[C@@H]1CCCCO[C@H](CN(C)S(=O)(=O)c2cccs2)[C@@H](C)CN([C@H](C)CO)C(=O)c2cc(NC(=O)Nc3ccc4c(c3)OCO4)ccc2O1 | 0.4 | -14.8 |
| 31 | C[C@H]1CN([C@@H](C)CO)C(=O)Cc2cc(NC(=O)C3CCCCC3)ccc2O[C@H]1CN(C)C(=O)Nc1cccc2ccccc12 | -5.1 | 17.4 |
| 32 | C[C@@H]1CN([C@@H](C)CO)C(=O)Cc2cc(NC(=O)CCN3CCOCC3)ccc2O[C@@H]1CN(C)C(=O)Nc1cccc2ccccc12 | 4.9 | -6.3 |
| 33 | O=C(NO)c1cccc(C(=O)N/N=C/Cc2ccccc2)c1 | -4.3 | -11.0 |
| 34 | COc1ccc(NC(=O)N(C)C[C@H]2Oc3ccc(NC(=O)Cc4ccccc4)cc3CC(=O)N([C@@H](C)CO)C[C@H]2C)cc1 | 1.9 | 12.3 |
| 35 | COc1ccc(S(=O)(=O)Nc2ccc3c(c2)C(=O)N([C@H](C)CO)C[C@H](C)[C@@H](CN(C)C(=O)Nc2ccc4c(c2)OCO4)O3)cc1 | -1.8 | 2.2 |
| 36 | CNC[C@H]1Oc2c(NS(=O)(=O)c3ccc(OC)cc3)cccc2C(=O)N([C@H](C)CO)C[C@@H]1C | 13.4 | -7.8 |
| 37 | Cc1noc(C)c1S(=O)(=O)N(C)C[C@@H]1Oc2ccc(NS(=O)(=O)c3cccs3)cc2CC(=O)N([C@@H](C)CO)C[C@@H]1C | -2.3 | -10.2 |
| 38 | C[C@@H]1CN([C@H](C)CO)C(=O)c2cccc(NC(=O)C3CCCCC3)c2O[C@@H]1CN(C)C(=O)Nc1ccc2c(c1)OCO2 | -2.7 | 0.0 |
| 39 | C[C@@H]1CN([C@@H](C)CO)C(=O)c2cc(NC(=O)Cc3cn(C)c4ccccc34)ccc2O[C@H]1CN(C)S(=O)(=O)c1ccc(F)cc1 | . | 12.1 |
| 40 | C[C@@H]1CN([C@@H](C)CO)C(=O)Cc2cc(NC(=O)Nc3cccc4ccccc34)ccc2O[C@@H]1CN(C)Cc1ccc2c(c1)OCO2 | -15.9 | 53.1 |

Individual results from the entries so far.
In T cruzi intra, cpd 34 is entered as 12.3
In INS-1E rescue, cpd 33 is entered as -4.3
In T cruzi intra, cpd 28 is entered as -24.8
In T cruzi intra, cpd 35 is entered as 2.2

Laid out differently: results already given.
#30 C[C@@H]1CCCCO[C@H](CN(C)S(=O)(=O)c2cccs2)[C@@H](C)CN([C@H](C)CO)C(=O)c2cc(NC(=O)Nc3ccc4c(c3)OCO4)ccc2O1
#35 COc1ccc(S(=O)(=O)Nc2ccc3c(c2)C(=O)N([C@H](C)CO)C[C@H](C)[C@@H](CN(C)C(=O)Nc2ccc4c(c2)OCO4)O3)cc1
#40 C[C@@H]1CN([C@@H](C)CO)C(=O)Cc2cc(NC(=O)Nc3cccc4ccccc34)ccc2O[C@@H]1CN(C)Cc1ccc2c(c1)OCO2
#37 Cc1noc(C)c1S(=O)(=O)N(C)C[C@@H]1Oc2ccc(NS(=O)(=O)c3cccs3)cc2CC(=O)N([C@@H](C)CO)C[C@@H]1C
#36 CNC[C@H]1Oc2c(NS(=O)(=O)c3ccc(OC)cc3)cccc2C(=O)N([C@H](C)CO)C[C@@H]1C
#31 C[C@H]1CN([C@@H](C)CO)C(=O)Cc2cc(NC(=O)C3CCCCC3)ccc2O[C@H]1CN(C)C(=O)Nc1cccc2ccccc12

| entry no. | 30 | 35 | 40 | 37 | 36 | 31 |
| --- | --- | --- | --- | --- | --- | --- |
| INS-1E rescue | 0.4 | -1.8 | -15.9 | -2.3 | 13.4 | -5.1 |
| T cruzi intra | -14.8 | 2.2 | 53.1 | -10.2 | -7.8 | 17.4 |

(cont.)
| no. | smiles | INS-1E rescue | T cruzi intra |
| --- | --- | --- | --- |
| 41 | C[C@H](CO)N1C[C@H](C)[C@H](CN(C)C(=O)NC2CCCCC2)Oc2ccc(N(C)C)cc2C1=O | 0.1 | -7.8 |
| 42 | O=C(CCCCCCC(=O)Nc1ccccc1O)N/N=C/[C@H](O)[C@@H](O)[C@H](O)CO | -0.8 | 3.3 |
| 43 | C[C@H]1CN([C@@H](C)CO)C(=O)Cc2cc(NC(=O)Nc3ccccc3)ccc2O[C@H]1CN(C)Cc1ccncc1 | -2.5 | 6.2 |
| 44 | Cc1noc(C)c1NC(=O)N(C)C[C@@H]1Oc2c(NC(=O)NC(C)C)cccc2C(=O)N([C@H](C)CO)C[C@@H]1C | 5.0 | -4.0 |
| 45 | COc1ccc(CN(C)C[C@@H]2OCCCC[C@@H](C)Oc3ccc(NC(=O)c4ccccc4)cc3C(=O)N([C@H](C)CO)C[C@@H]2C)cc1 | -13.7 | 4.9 |
| 46 | C[C@@H]1CN([C@@H](C)CO)C(=O)c2cc(NC(=O)Nc3cccc4ccccc34)ccc2O[C@H]1CN(C)Cc1ccc(C(F)(F)F)cc1 | -13.4 | 17.8 |
| 47 | COc1ccc(NC(=O)N(C)C[C@H]2Oc3c(NC(=O)c4ccncc4)cccc3C(=O)N([C@H](C)CO)C[C@H]2C)cc1 | 6.8 | -10.6 |
| 48 | C[C@H](CO)N1C[C@H](C)[C@H](CN(C)C(=O)Nc2ccc3c(c2)OCO3)Oc2ccc(NS(=O)(=O)c3cn(C)cn3)cc2C1=O | 1.6 | 0.3 |

Assay outcomes: PubChem BioAssay, Broad Institute
